Bioassay records (PubChem BioAssay)
FBA Mtb inh = inhibitors of M. tuberculosis fructose-bisphosphate aldolase. P9WQA3. purified M. tuberculosis FBA, fluorescence read-out. inhibition, % at 1 µM. 360,000 tested, 2.3% active; in the data active = inhibition above about 27%;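 also: 0% = vehicle and 100% = reference inhibitor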
Target sequence (P9WQA3 whole entry, looked up): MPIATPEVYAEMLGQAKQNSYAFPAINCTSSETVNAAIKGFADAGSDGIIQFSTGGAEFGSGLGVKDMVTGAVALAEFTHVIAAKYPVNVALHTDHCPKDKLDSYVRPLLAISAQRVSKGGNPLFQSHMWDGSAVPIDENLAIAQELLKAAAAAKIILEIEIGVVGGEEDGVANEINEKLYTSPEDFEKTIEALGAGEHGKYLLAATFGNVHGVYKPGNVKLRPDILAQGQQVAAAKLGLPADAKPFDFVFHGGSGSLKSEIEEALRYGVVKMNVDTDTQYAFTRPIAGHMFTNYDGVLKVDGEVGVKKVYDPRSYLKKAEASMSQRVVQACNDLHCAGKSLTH
Mtb UGM inh = inhibitors of M. tuberculosis UDP-galactopyranose mutase. P9WIQ1. purified UGM, fluorescence polarization probe displacement. inhibition, % at 10 µM. 320,000 tested, 0.06% active. AID 504406; in the data active = inhibition above about 10%, passing the limit was not always enough; inconclusive = no clear call, values can overlap the other calls
Target sequence (P9WIQ1 whole entry, looked up): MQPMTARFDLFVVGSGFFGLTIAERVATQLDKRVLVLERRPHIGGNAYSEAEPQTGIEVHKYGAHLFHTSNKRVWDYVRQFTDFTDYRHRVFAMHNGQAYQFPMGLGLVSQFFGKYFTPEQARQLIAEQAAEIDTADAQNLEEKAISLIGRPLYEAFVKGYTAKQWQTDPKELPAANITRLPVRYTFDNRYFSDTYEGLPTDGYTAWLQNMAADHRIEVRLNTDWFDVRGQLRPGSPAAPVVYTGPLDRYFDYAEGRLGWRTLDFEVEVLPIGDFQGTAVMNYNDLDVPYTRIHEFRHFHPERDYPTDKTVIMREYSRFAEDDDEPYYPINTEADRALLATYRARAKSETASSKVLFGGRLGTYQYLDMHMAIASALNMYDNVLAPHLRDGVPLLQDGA
FadD28 binding = inhibitors of Mycobacterium tuberculosis FadD28 bisubstrate binding | FadD28 bisubstrate probe binding, fluorescence polarization | 360,000 tested, 0.22% active | AID 588549 | inhibition, % at 12.5 µM; in the data active = inhibition above about 8.5%, passing the limit was not always enough; inconclusive = no clear call, values can overlap the other calls
BioA inh = inhibitors of Mycobacterium tuberculosis BioA enzyme; inhibition, % at 9.99 µM; purified M. tuberculosis BioA enzyme, plate reader; 360,000 tested, 0.096% active; AID 602481; in the data active = inhibition above about 40%; inconclusive = no clear call, values can overlap the other calls
PrPC surface inh = cell surface PrPC inhibition, primary TR-FRET screen; inhibition, % at 13.8 µM; TR-FRET read-out; 370,000 tested, 0.43% active; in the data active = inhibition above about 24%; also: 0% = median of the test wells and 100% = reference compound wells
Rv3671c protease = inhibitors of M. tuberculosis serine protease Rv3671c; P9WHR9; inhibition, % at 5.96 µM; 320,000 tested, 0.048% active; AID 2606; in the data active = inhibition above about 38%;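 also: extracellular domain of Rv3671c used as enzyme; 0% = enzyme with DMSO and 100% = no enzyme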
MazEF act = MazEF (E. coli) toxin RNase activation; P0AE70; FAM/BHQ RNA-DNA oligo cleavage fluorescence, 5 h; 350,000 tested, 0.32% active; activation, % at 20 µM; in the data active = activation above about 50%
Target sequence (P0AE70 whole entry, looked up): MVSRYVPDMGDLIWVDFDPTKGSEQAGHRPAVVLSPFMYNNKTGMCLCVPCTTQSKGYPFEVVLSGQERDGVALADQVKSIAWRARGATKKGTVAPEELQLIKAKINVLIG
GDH-TPI counter = inhibits GDH-TPI coupling enzymes, artifact for Mtb FBA screen. GDH-TPI coupled enzyme counterscreen, NADH absorbance. inhibition, % at 4.8 µM. 360,000 tested, 1.2% active. AID 588335; in the data active = inhibition above about 30%;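 also: 0% = DMSO wells and 100% = wells lacking the enzyme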
BoNT-F LC inh = inhibitors of Botulinum neurotoxin F light chain protease | Multiplex microsphere protease cleavage assay, flow cytometry | inhibition, % at 10 µM | 360,000 tested, 0.22% active; in the data active = inhibition above about 35%, passing the limit was not always enough; inconclusive = no clear call, values can overlap the other calls; also: plate controls were buffer without enzyme for full effect and enzyme alone for no effect
The depositor's hits bear a star; ? = inconclusive; . = not tested or not shown.

SMILES	FBA Mtb inh	Mtb UGM inh	FadD28 binding	BioA inh	PrPC surface inh	Rv3671c protease	MazEF act	GDH-TPI counter	BoNT-F LC inh
COc1ccc([C@H]2C=C3CN(C(=O)OC(C)(C)C)S(=O)(=O)[C@H]3C[C@H]2OC(=O)c2ccc(C(F)(F)F)cc2)cc1	-1.4	-4.0	-2.8	-2.9	5.2	-8.4	-1.4	0.8	-8.6
CC(=O)c1ccc(OCc2nnn(CC(=O)O)c2-c2ccccc2)cc1	1.3	.	-0.1	0.2	-2.0	.	.	8.8	-6.7
CCC(C)NC(=O)C1CC(=O)N(CCc2ccc(F)cc2)C1 (stereo not given)	1.9	3.4	-1.7	-0.5	8.5	1.7	4.1	2.6	-1.4
O=C(O)C1CCCN1C(=O)c1cccs1 (stereo not given)	-3.2	-2.9	-3.3	-0.9	-4.0	2.4	3.7	-3.7	-6.3
COc1ccc2c(c1)CCc1c(C(=O)NCCc3ccc(OC)c(OC)c3)noc1-2	0.8	0.8	-0.9	0.4	0.9	2.8	4.0	7.4	-13.0
O=C(COC(=O)c1ccc(Br)cc1)NCc1ccc(F)cc1	-2.2	0.9	0.6	1.3	5.5	3.5	7.2	-1.8	-4.3
Cc1nc(Cl)sc1C(=O)Nc1ccc(F)cc1	-0.9	.	-1.2	8.5	3.7	.	0.8	-4.6	14.4
O=[N+]([O-])c1ccc(N2CCN(Cc3ccccc3)CC2)c2c1no[n+]2[O-]	-8.7	.	0.5	-3.9	-23.1	.	-58.5	11.7	6.5
CCOCCCNC(=O)c1cn(CC)c2ccc(S(=O)(=O)N3CCCC3)cc2c1=O	1.8	1.1	-0.3	0.7	-5.5	4.1	-3.0	12.9	-2.0
CC(C)c1ccc(NC(=O)C2C3C=CC4(O3)C2C(=O)N(CCN2CCOCC2)C4C(=O)NC2CCCCC2)cc1 (stereo not given)	-0.3	0.8	-1.9	-0.8	2.1	0.5	13.4	-7.3	5.7
CCC(C)n1c(SCC(=O)NCCc2ccc(S(N)(=O)=O)cc2)nc2ccsc2c1=O (stereo not given)	-1.6	-2.1	-1.5	.	2.2	-0.6	4.3	1.9	2.2
COc1cccc(N2CC(C(=O)Nc3nnc(SCC(=O)NCC4CCCO4)s3)CC2=O)c1 (stereo not given)	1.8	2.9	-0.2	-1.2	-2.8	-4.7	-0.5	4.1	3.6
CCNC(=O)NCCNC(=O)c1cc(OCC(F)(F)F)ccc1OCC(F)(F)F	0.7	-1.5	-1.9	-1.1	5.1	5.7	5.4	3.1	1.3
O=C(Nc1ccccc1OC(=O)N1CCCCC1)N1CCCCC1	-4.9	2.4	-1.4	.	-1.6	9.8	-2.4	-2.9	0.5
C#CCOCCOCCOCCNc1nc(N2CCOCC2)nc(N2CCN(C(=O)[C@H](CC(N)=O)n3cc(C(N)[C@@H](C)CC)nn3)CC2)n1 (stereo not given in full)	1.9	5.5	2.4	0.2	-4.1	4.8	3.8	6.5	-3.3
COc1cc2[nH]c3c(c2cc1OC)CCN1CCCC[C@@H]31	19.0	0.0	0.9	-1.8	-2.4	-2.1	-1.2	6.9	-21.9
CC(NC(=O)CCC(=O)Nc1ccccc1O)c1ccccc1 (stereo not given)	0.3	-0.3	-1.3	0.8	1.5	-8.5	-2.7	-10.0	-34.8
CC1CC(C)CN(C(=O)CCn2c(=O)oc3ccccc32)C1 (stereo not given)	-1.8	-2.2	-2.5	0.4	0.3	15.2	1.7	-1.0	-1.2
O=C(CNC(=O)C1COc2ccccc2O1)N/N=C\c1cccc(O)c1 (stereo not given)	0.7	-1.0	-1.9	.	-5.0	3.8	2.5	3.3	2.4
CCSc1nnc(NC(=O)C2CCN(S(=O)(=O)c3ccccc3C(F)(F)F)CC2)s1	-0.6	0.5	0.4	.	-3.3	-13.7	2.5	4.8	-2.7
Cc1nonc1-c1ccc2c(c1)OCO2	2.6	0.4	0.8	-0.1	1.8	-4.9	0.6	4.6	3.8
O=C(NCCC1CCCCN1S(=O)(=O)c1cccs1)C(=O)Nc1ccccc1F (stereo not given)	5.3	2.3	-1.9	0.1	7.9	6.1	-3.5	-1.1	3.0
COc1ccc(C(CC(=O)NCc2ccco2)c2ccc(F)cc2)cc1 (stereo not given)	-0.8	1.6	-0.7	-4.9	0.3	-3.4	-1.6	2.4	-3.0
COc1ccc(C(=O)Nc2cccc(-c3ccc(N4CCOCC4)nn3)c2)cc1	1.1	-0.8	-4.4	30.0	-8.5	-5.9	3.9	2.1	8.1
COc1ccc(CNC(=O)c2nccnc2CO)cc1	2.6	-1.0	-3.5	-2.4	8.9	.	3.0	6.0	-12.2

Molecules shown so far with a thiophene ring, fused or not:
SMILES	FBA Mtb inh	Mtb UGM inh	FadD28 binding	BioA inh	PrPC surface inh	Rv3671c protease	MazEF act	GDH-TPI counter	BoNT-F LC inh
O=C(O)C1CCCN1C(=O)c1cccs1 (stereo not given)	-3.2	-2.9	-3.3	-0.9	-4.0	2.4	3.7	-3.7	-6.3
CCC(C)n1c(SCC(=O)NCCc2ccc(S(N)(=O)=O)cc2)nc2ccsc2c1=O (stereo not given)	-1.6	-2.1	-1.5	.	2.2	-0.6	4.3	1.9	2.2
O=C(NCCC1CCCCN1S(=O)(=O)c1cccs1)C(=O)Nc1ccccc1F (stereo not given)	5.3	2.3	-1.9	0.1	7.9	6.1	-3.5	-1.1	3.0

(further entries)
SMILES	FBA Mtb inh	Mtb UGM inh	FadD28 binding	BioA inh	PrPC surface inh	Rv3671c protease	MazEF act	GDH-TPI counter	BoNT-F LC inh
CCN(CCCNC(=O)C1CCN(S(=O)(=O)N2CCOCC2)CC1)c1cccc(C)c1	1.1	1.0	-2.4	1.3	-8.4	-8.0	-4.3	-10.5	-7.1
O=C(COc1ncnc2c1cnn2-c1ccccc1)Nc1ccc(S(=O)(=O)N2CCCCC2)cc1	-5.5	0.7	?	0.1	2.9	-82.7	-8.1	-4.4	-4.7
CN1CCN(c2ncnc3nc[nH]c23)CC1	0.2	-2.7	-1.9	.	-1.0	4.9	2.9	-6.4	4.0
C=CCN1c2ccccc2[C@]23C[C@@H](C(=O)OC)N(C(=O)NCCC)C2=NC(C(=O)OC)=C(C(=O)OC)[C@H]13	6.0	0.9	-1.1	-1.2	6.3	4.1	0.2	16.2	-3.6
COc1ccccc1CN(Cc1ccco1)S(=O)(=O)c1ccc(-n2cnnn2)c(OC)c1	2.6	0.1	0.3	-6.7	-2.6	-7.3	-2.6	4.9	-18.7
O=C(Cc1ccc2c(c1)OCCO2)N1CCN(S(=O)(=O)c2cccc(C(F)(F)F)c2)CC1	0.4	2.1	-0.1	.	-2.6	-14.1	1.5	0.0	-15.9
O=C(Nc1ccccc1Br)c1ccc2nccnc2c1	-4.8	1.0	-4.0	-0.8	-20.5	-14.6	2.2	4.4	-28.3
COCCN1C[C@@H](CO)O[C@@H](n2cnc3c(N4CCN(C)CC4)ncnc32)C1	6.1	.	0.5	-1.7	.	.	.	15.0	-3.9
CN(C)/C(=N\S(=O)(=O)c1ccc(Br)cc1)c1ccccc1	0.5	0.1	0.8	-4.3	-6.8	-6.0	-14.8	5.4	13.0
Cc1ccccc1OCC(=O)Nc1ccccc1C(=O)N1CCCCC1	0.8	-0.6	-4.1	-0.6	7.8	-4.6	3.3	3.8	-5.8
Clc1ccc(-c2nnc(C3CCCCC3)o2)cc1	-3.9	-1.5	2.3	-1.1	2.3	-2.8	-1.9	0.0	2.6
CC(=O)N1N=C(c2ccc(C(C)(C)C)cc2)OC1(C)C	6.2	0.0	-1.0	.	-1.7	-7.6	-6.2	-0.4	-0.7
CC(C)n1cnc2c(Nc3ccc(F)c(Cl)c3)nc(NCCO)nc21	2.1	3.3	-0.8	13.2	9.3	8.4	1.9	-11.7	-14.1
Cn1c(SCC(=O)N/N=C/c2cccnc2)nnc1-c1ccccc1	1.9	1.4	-0.7	4.2	2.8	0.3	3.5	5.4	-23.8
CCOc1ccc2[nH]c(=O)c(CN(Cc3ccco3)C(=O)c3cccc(F)c3)cc2c1	11.8	0.6	0.4	-0.7	.	-1.0	8.6	10.7	6.6
Cc1ccc(C(C(=O)NCc2ccc(F)cc2)N(Cc2ccco2)C(=O)c2snc(C(N)=O)c2N)o1 (stereo not given)	5.5	-3.7	-1.5	1.5	-4.4	-1.6	9.0	3.0	-5.9
CCS(=O)(=O)N1CCCC(C(=O)NCCCOC)C1 (stereo not given)	-1.1	0.6	-2.4	-1.3	-0.2	2.6	5.1	-7.1	2.2
CCOC(=O)c1cnn(-c2ccc([N+](=O)[O-])cc2)c1N	-1.9	0.8	-1.2	0.4	-27.7	-12.4	-3.8	15.1	?
COc1ccccc1CCc1nnc(CCC(=O)NCC(C)Oc2cccnc2)o1 (stereo not given)	0.8	1.3	0.2	.	-4.5	6.3	-2.0	-0.7	-0.9
COc1ccccc1NC(=S)NC(=O)CC(C)C	6.1	-0.8	-3.2	1.2	6.9	-1.6	-0.4	-2.3	-4.5
COc1ccc(S(=O)(=O)NCCC(=O)NC(C)c2ccccc2)cc1 (stereo not given)	2.5	-1.7	0.6	0.4	-3.2	0.7	5.6	2.1	3.7

Three entries from above, with two lines to a compound.
Under each structure – FBA Mtb inh | Mtb UGM inh | FadD28 binding | BioA inh | PrPC surface inh | Rv3671c protease | MazEF act | GDH-TPI counter | BoNT-F LC inh
> CCS(=O)(=O)N1CCCC(C(=O)NCCCOC)C1 (stereo not given)
→ -1.1 | 0.6 | -2.4 | -1.3 | -0.2 | 2.6 | 5.1 | -7.1 | 2.2
> CCOC(=O)c1cnn(-c2ccc([N+](=O)[O-])cc2)c1N
→ -1.9 | 0.8 | -1.2 | 0.4 | -27.7 | -12.4 | -3.8 | 15.1 | ?
> CN1CCN(c2ncnc3nc[nH]c23)CC1
→ 0.2 | -2.7 | -1.9 | . | -1.0 | 4.9 | 2.9 | -6.4 | 4.0
